Screens deposited in PubChem BioAssay by several laboratories.
GPR55 activation: selective activators of receptor GPR55 – imaging, U2OS cells, beta-arrestin-GFP redistribution, primary screen (AID 1961). U2OS GPR55 beta-arrestin-GFP redistribution imaging; higher % means a stronger effect. activation, % at 10 µM; hits with a dose series show EC50 in µM. hit rate 0.048% among 290,000;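 active means activation above 40% with more than 50 cells counted in the well; inconclusive means wells holding fewer than 50 cells, flagged as toxic or sparse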;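 further: U2OS osteosarcoma cells stably expressing GPR55 and beta-arrestin-GFP; plate controls were DMSO negative control for no effect and LPI positive control for full effect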
Myeloid diff MLP: myeloid differentiation induction. AID 624256. ER-HoxA9 myeloid progenitors, lysozyme-GFP differentiation, flow cytometry. calls only at 10 µM. hit rate 1% among 360,000;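 active means normalized GFP-positive differentiation at or above the plate's own cutoff, the solvent-only control mean plus 3 SD; inconclusive means no clear call, values can overlap the other calls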;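 further: cells exposed to compound for four days before flow analysis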
NTR1 agonist: agonists of NTR1, primary screen, imaging, U2OS cells, beta-arrestin-GFP, high content (AID 493036) | NTR1-U2OS beta-arrestin-GFP spot imaging, agonist mode | activation, % at 20 µM | hit rate 0.17% among 330,000;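 active means activation at or above 40% of the spot to cytoplasm intensity ratio, with at least 20 cells analyzed; inconclusive means wells under 20 cells, flagged as cytotoxic or low count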;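 further: 0% = DMSO without peptide and 100% = 100 nM NTR1 peptide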
Target sequence (P30989 whole entry, looked up): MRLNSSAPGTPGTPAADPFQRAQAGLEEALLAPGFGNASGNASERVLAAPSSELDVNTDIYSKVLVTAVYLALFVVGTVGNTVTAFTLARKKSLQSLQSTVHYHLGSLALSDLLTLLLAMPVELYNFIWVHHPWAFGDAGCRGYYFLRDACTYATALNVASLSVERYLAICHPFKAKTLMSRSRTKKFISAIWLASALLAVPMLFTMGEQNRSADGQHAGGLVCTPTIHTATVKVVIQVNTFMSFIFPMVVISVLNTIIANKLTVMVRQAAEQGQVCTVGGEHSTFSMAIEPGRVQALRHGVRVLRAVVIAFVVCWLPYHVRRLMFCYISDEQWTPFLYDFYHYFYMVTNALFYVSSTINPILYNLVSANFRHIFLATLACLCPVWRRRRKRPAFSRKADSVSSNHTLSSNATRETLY
NOD2 inhibition: inhibition of NOD2-driven NF-kB reporter – cell-based, luminescence, uHTS, HEK293 (AID 1566); inhibition, % at 4 µM, or EC50 in µM where a hit was titrated; HEK293 NOD2/NF-kB luciferase reporter, luminescence; higher % means a stronger effect; hit rate 0.63% among 290,000; further: many of its hits are not listed in these tables
GPR55 LPI antagonism: inhibition of LPI-stimulated GPR55 beta-arrestin translocation – imaging, U2OS, beta-arrestin-GFP, LPI agonist, primary screen (AID 2013); U2OS GPR55 beta-arrestin-GFP translocation imaging, LPI antagonism; higher % means a stronger effect; inhibition, % at 10 µM, or IC50 in µM where a hit was titrated; hit rate 0.13% among 290,000;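 active means spots per cell inhibited over 60%, with over 100 cells counted and total cytoplasm intensity under 500,000; inconclusive means wells with under 100 cells, flagged as likely toxic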;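 further: U2OS cells stably carrying GPR55 and arrestin-GFP stimulated by 5 µM LPI near EC80; imaged beta-arrestin-GFP aggregate spots per cell after agonist stimulation; plate controls were LPI-stimulated DMSO wells for no effect and DMSO wells without LPI for full effect; some results filed as inactive read as strong as hits; confirmed hits need IC50 under 10 µM and bright autofluorescent wells are also inconclusive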
KOR beta-arrestin-1: KOR agonists, beta-arrestin recruitment, primary screen, cell-based, luminescence, uHTS (AID 1777). KOR beta-arrestin recruitment, luminescence; higher % means a stronger effect. hit rate 0.02% among 280,000. activation, % at 10 µM, or EC50 in µM where a hit was titrated; in the data active means activation above about 50%, passing the limit was not always enough; further: a part of the inactive calls stands beside numbers as strong as those of hits
T cell modulator: modulates CD8 T cell binding to vesicles; hit rate 0.068% among 330,000; 2C CD8+ T cell-vesicle binding, flow cytometry; active compounds read low; AID 2052; calls only at 7 µM;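 active means response, share of CD8 T cells binding vesicles, and their 90th percentile fluorescence all below set limits, cut at about 80% in these data, passing the limit was not always enough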
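Assay system: 2C TCR transgenic mouse naive CD8+ T cells, MACS-purified | Read-out: CD8+ gate FL2 mean fluorescence as % of same-row positive control | Signal: High-throughput flow cytometry with anti-B7-1 and anti-CD8 staining | Timing: Binding step 1.5 h, 37 °C, antibody labelling 20 min, ice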
KOR beta-arrestin-2: KOR antagonists, beta-arrestin recruitment, cell-based, luminescence, uHTS (AID 1778) | KOR beta-arrestin recruitment, luminescence, antagonist mode; higher % means a stronger effect | inhibition, % at 10 µM, or IC50 in µM where a hit was titrated | hit rate 0.091% among 290,000; further: strong numbers were not always called active
NOD1 NF-kB reporter: inhibition of NOD1-driven NF-kB reporter – cell-based, luminescence, uHTS, primary screen (AID 1578). inhibition, % at 4 µM, or EC50 in µM where a hit was titrated. NOD1-driven NF-kB luciferase reporter cells, luminescence; higher % means a stronger effect. hit rate 1% among 290,000; in the data active means inhibition mostly above about 36%, no sharp cut-off; inactive means mostly below about 34%;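 further: HEK-293T reporter cells stimulated with the NOD1 agonist gamma-tri-DAP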
T cell modulator vesicle-bound %: second read-out of T cell modulator, no call of its own (marks repeat the call); double positive events, %; measured here: CD8+ vesicle-bound cell fraction;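 binding gate set so that unloaded-vesicle control wells show 10% double positive cells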
NTR1 agonist cell count 20 µM: also measured in NTR1 agonist; calls as there; cell count; measured here: cell count, cytotoxicity flag
Myeloid diff MLP GFP+ MAC1+ %: further read-out of Myeloid diff MLP, marked with its call; GFP+ MAC1+ double positive, %; measured here: differentiation confirmed by MAC1 staining
An asterisk follows results filed as active; i = inactive; ? = inconclusive; nt = not tested or not shown; [ ] = another dose, or the depositor's remark. Unless noted, no stated cut-off is given here; in the data, active means inhibition above about 50%; inactive means the rest.

Molecule	KOR beta-arrestin-1	GPR55 LPI antagonism	NOD2 inhibition	NTR1 agonist cell count 20 µM	T cell modulator	T cell modulator vesicle-bound %	NTR1 agonist	GPR55 activation	NOD1 NF-kB reporter	Myeloid diff MLP	Myeloid diff MLP GFP+ MAC1+ %	KOR beta-arrestin-2
CCCCC/C(=N\NC(=O)Nc1ccccc1)c1ccccc1	-1.1%	-2%	6%	51	i	16	4.4	-0.3%	-3%	i	0.2	15%
COc1cccc(C(=O)N2CCC(C(=O)N3CCN(C)CC3)CC2)c1	-2.6%	0%	25%	49	nt	nt	-0.4	0.3%	7%	i	0.6	-36%
CC(C)C(OC(=O)c1cccs1)C(=O)NCc1ccc(F)cc1 (configuration not stated)	6.3%	-6%	-8%	58	i	41	-0.5	0.3%	-18%	i	0.4	-33%
CN1CCCN(c2ccc([N+](=O)[O-])cc2)CC1	nt	11%	8%	35	i	34	-1.1	0.2%	-12%	i	0.3	-1%[20 µM]
CCN(CC)C(=O)Cn1cc(S(=O)(=O)CC(=O)NCCc2ccc(OC)c(OC)c2)c2ccccc21	-3.7%	4%	7%	61	i	57	-0.9	0.6%	-18%	i	0.1	-4%
CC(C)(C)c1ccc(C(=O)NCC(=O)OCC(=O)Nc2ccccc2[N+](=O)[O-])cc1	-4.2%	19%	12%	93	i	40	-1.1	-0.2%	9%	i	0.8	0%
Cc1ccc(NC(=O)CCn2cccc2)cc1	-5.6%	-20%	17%	85	i	41	-1.0	-0.1%	4%	i	1.0	14%
CCN(CC)C(=O)CSc1nc2ncc(Cl)cc2[nH]1	-4.6%	9%	19%	58	i	31	0.0	0.4%	3%	i	1.1	10%

New compounds follow
Molecule	KOR beta-arrestin-1	GPR55 LPI antagonism	NOD2 inhibition	NTR1 agonist cell count 20 µM	T cell modulator	T cell modulator vesicle-bound %	NTR1 agonist	GPR55 activation	NOD1 NF-kB reporter	Myeloid diff MLP	Myeloid diff MLP GFP+ MAC1+ %	KOR beta-arrestin-2
CCN1CCN(CCCN(Cc2cccs2)C(=S)Nc2ccccc2C)CC1	-1.3%	6%	3%	63	i	46	0.0	0.0%	-21%	i	0.4	14%
CC(C)(C)c1ccc(-c2nc3n(c(=O)c2C#N)CCS3)cc1	-2.4%	14%	-2%	45	i	36	5.1	-0.5%	-26%	i	0.8	14%
COc1ccc(NC(=O)Nc2nc3c(s2)CCCC3)cc1	-4.9%	0%	-69%	39	i	29	3.6	-0.2%	-37%	i	0.7	-3%
Nc1nc(SCC(=O)Nc2cccnc2Cl)n[nH]1	-1.7%	-2%	11%	53	i	53	0.9	0.1%	-37%	i	0.6	12%
Cc1ccnc(SCc2cc(=O)c(OC(=O)c3ccc(S(=O)(=O)N(C)C)cc3)co2)n1	-0.5%	9%	4%	76	i	15	-1.2	0.3%	5%	i	0.7	19%
O=S(=O)(c1ccc(Cl)cc1)N1CCN(C(=S)NCC2CCCO2)CC1 (configuration not stated)	0.3%	6%	4%	75	i	62	0.3	-0.1%	-57%	i	5.2	-22%
CCN1C(=O)c2ccccc2S(=O)c2ccc(C(=O)N3CCOCC3)cc21 (configuration not stated)	2.6%	10%	7%	58	i	35	-1.3	-0.3%	-7%	i	0.4	27%
CC1(C)CC(C(=O)Nc2nccs2)CCO1 (configuration not stated)	-1.0%	5%	3%	47	i	46	0.2	0.2%	-24%	i	0.5	-13%

Next part.
Molecule	KOR beta-arrestin-1	GPR55 LPI antagonism	NOD2 inhibition	NTR1 agonist cell count 20 µM	T cell modulator	T cell modulator vesicle-bound %	NTR1 agonist	GPR55 activation	NOD1 NF-kB reporter	Myeloid diff MLP	Myeloid diff MLP GFP+ MAC1+ %	KOR beta-arrestin-2
CCCCN=C1NN=C(c2ccc3c(c2)OCCO3)CS1	-1.0%	21%	-57%	26	i	45	2.1	0.0%	15%	i	0.3	-7%
COCCN(C(=O)CCC(=O)Nc1cc(C)on1)C(C(=O)NC(C)(C)C)c1ccc(OC)cc1 (configuration not stated)	2.7%	-6%	4%	52	i	20	0.1	-0.1%	-28%	i	3.4	-39%
O=C(CC1S/C(=N/N=C/c2cccnc2)NC1=O)Nc1ccccc1 (configuration not stated)	-1.6%	6%	1%	52	i	50	0.2	-0.3%	-13%	i	0.4	8%
Cc1ccc(CNCc2cccnc2)s1	0.0%	13%	-1%	28	i	30	3.5	-0.1%	-13%	i	0.2	1%
O=c1cc(C(F)(F)F)[nH]c2c(OC(F)(F)F)cccc12	3.3%	0%	19%	55	i	32	-0.7	0.0%	16%	i	0.7	-36%
Cc1cc(C)n(CCC(=O)N=Nc2c(O)[nH]c3ccc(Br)cc23)n1	-5.2%	14%	-15%	60	i	20	5.3	-0.1%	-8%	i	0.3	20%
COc1ccc(CC(=O)NNC(=S)Nc2ccc(Br)cc2)cc1	0.3%	-8%	10%	88	i	33	1.3	-0.1%	0%	i	0.5	-2%
Cc1ccccc1NC(=O)C1c2cccc[n+]2CC(=O)N1Cc1ccc2c(c1)OCO2 (configuration not stated)	-2.0%	0%	5%	76	i	55	0.2	-0.4%	-11%	i	0.3	-32%

Other results:
Molecule	KOR beta-arrestin-1	GPR55 LPI antagonism	NOD2 inhibition	NTR1 agonist cell count 20 µM	T cell modulator	T cell modulator vesicle-bound %	NTR1 agonist	GPR55 activation	NOD1 NF-kB reporter	Myeloid diff MLP	Myeloid diff MLP GFP+ MAC1+ %	KOR beta-arrestin-2
COc1cc(CNc2ccc(C(=O)O)cc2)cc(Br)c1OCC(=O)NC(C)(C)C	3.5%	5%	2%	71	i	40	-1.4	-0.2%	-27%	i	0.6	-19%
CCc1c(C(=O)NNC(=S)NCc2ccccc2)csc1C	3.5%	5%	4%	49	i	42	-1.4	-0.3%	-31%	i	0.8	6%
O=C(Cn1c(=O)oc2cc(S(=O)(=O)N3CCCC3)ccc21)N1CCc2ccccc2C1	3.7%	-3%	18%	87	i	42	-0.9	0.4%	9%	i	1.8	-25%
CC(C)NC(=O)NC(=O)COC(=O)c1ccc(S(=O)(=O)Nc2ccccc2)cc1	1.0%	2%	1%	34	i	40	0.6	-0.2%	-48%	i	0.5	-11%
COC(=O)c1cc2occc2n1CC(=O)Nc1cc(OC)cc(OC)c1	-1.6%	27%	18%	39	i	31	-1.4	-0.3%	-33%	i	11	12%
COc1cccc(CNC(=O)CCC(=O)N2CC(C)Oc3ccccc32)c1OC (configuration not stated)	-4.0%	0%	-2%	59	i	44	-0.9	-0.1%	-39%	i	3.7	13%[20 µM]
COc1cc(NC(=O)c2ccc(Cl)cc2)c(Cl)cc1NC(=O)c1cccnc1	3.1%	2%	13%	99	i	8	2.2	-0.1%	-15%	i	0.9	0%
COC(=O)CNC(=O)c1c(-c2ccccc2Cl)noc1C	-4.2%	10%	6%	54	i	8	1.0	0.3%	-12%	i	1.5	15%

(continued)
Molecule	KOR beta-arrestin-1	GPR55 LPI antagonism	NOD2 inhibition	NTR1 agonist cell count 20 µM	T cell modulator	T cell modulator vesicle-bound %	NTR1 agonist	GPR55 activation	NOD1 NF-kB reporter	Myeloid diff MLP	Myeloid diff MLP GFP+ MAC1+ %	KOR beta-arrestin-2
CC(=O)N1c2ccccc2Oc2cc3ccccc3cc21	-1.8%	-8%	-17%	63	i	18	8.2	-0.1%	-30%	i	2.4	13%
Brc1ccc(-c2nn[nH]n2)cc1	0.7%	-8%	-3%	63	i	32	0.2	0.9%	-1%	i	0.4	nt
CCCCCCC(=O)N(O)C1CC(=O)N(Cc2ccccc2)C1=O (configuration not stated)	-4.9%	7%	2%	82	i	42	-1.4	0.0%	10%	i	1.6	21%
CC(=O)c1ccc(-n2cc(C#N)c(=O)[nH]c2=O)cc1	-5.4%	0%	-13%	71	i	64	3.6	0.0%	-4%	i	0.2	26%
COCCn1c(SCC(N)=O)nc2c(c1=O)SC(C)C2 (configuration not stated)	2.2%	7%	18%	58	i	28	-2.1	-0.5%	-18%	i	1.0	28%
Cc1oc2ccc(O)c(CN(C)C)c2c1C(=O)c1ccccc1	nt	2%	14%	34	i	22	1.4	-0.1%	-26%	i	0.2	-102%[20 µM]
CC(/C=C1\SC(=S)N(NC(=O)c2ccc(O)cc2)C1=O)=C\c1ccccc1	1.9%	5%	-32%	44	i	4	3.3	2.1%	32%	i	0.1	-7%
Cn1c(C(=O)N2CCN(c3nc4ccccc4s3)CC2)cc2sccc21	-6.0%	-18%	35%	60	i	15	9.8	-0.1%	9%	i	9.1	11%

More records follow:
Molecule	KOR beta-arrestin-1	GPR55 LPI antagonism	NOD2 inhibition	NTR1 agonist cell count 20 µM	T cell modulator	T cell modulator vesicle-bound %	NTR1 agonist	GPR55 activation	NOD1 NF-kB reporter	Myeloid diff MLP	Myeloid diff MLP GFP+ MAC1+ %	KOR beta-arrestin-2
C=CCn1c(SCc2c(C)noc2C)nc2sc3c(c2c1=O)CCC(C)C3 (configuration not stated)	-4.6%	-14%	-1%	50	i	46	4.3	0.1%	-8%	?	nt	-32%
CCOC(=O)CNC(=O)CSc1nnc(NC(=O)c2ccc3c(c2)OCO3)s1	1.6%	12%	-56%	65	i	20	-0.9	0.0%	-31%	i	0.9	21%
Cc1ccc(OCC(=O)N/N=C/c2cn[nH]c2-c2ccc(Cl)c(Cl)c2)cc1	1.2%	19%	16%	99	i	25	14	-0.2%	18%	i	1.9	-17%
Cc1ccc(C2=NN(C(=O)CCCC(=O)O)C(c3ccc4c(c3)OCO4)C2)cc1 (configuration not stated)	1.0%	5%	12%	59	i	57	0.6	-0.3%	-17%	i	0.2	-32%[20 µM]
O=C(CCNS(=O)(=O)c1cccc2nsnc12)N1CC(=O)N(CCc2ccccc2)C(=O)C1	1.5%	8%	6%	60	i	32	-1.0	-0.2%	-12%	i	0.7	15%
C=CCNC(=O)/C(C#N)=C/c1c(N2CCCCCC2)nc2ccccn2c1=O	24%	-14%	-5%	107	i	24	0.7	-0.1%	24%	i	1.0	-15%
CC(C)(C)NC(=O)CSc1nnc(C2CC2)n1-c1ccccc1	-8.1%	6%	12%	66	i	22	2.2	0.5%	-38%	i	1.3	1%

Not all compounds are listed (hit frequency here may not be typical).
